dFosB act = enhances mouse delta FosB homodimer DNA binding; P13346; purified delta FosB, TAMRA-CDK5 oligo fluorescence polarization; percent of positive-control signal above neutral wells; activation, % at 25 µM; actives 0.99% (n = 340,000);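 active = mean activation above about 17%, with every replicate also reaching it, limit read from the data, passing the limit was not always enough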;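 note: fluorescence polarization rise as delta FosB binds a TAMRA Cdk5 AP-1 oligo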
MITF TRPM1 HTS = increases MITF-driven TRPM1 promoter luciferase signal | SK-MEL-5 TRPM1-promoter luciferase, 24 h; % of positive control, neutral wells = 0 | activation, % at 12.5 µM | actives 0.75% (n = 300,000) | AID 588334;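 active = mean activation of at least 80% with every replicate also reaching 80%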;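 note: 0% = neutral control wells and 100% = parthenolide positive control wells; values of inactives mirror those of a sister screen read the other way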
Arr AP2 block = inhibitors of human beta-arrestin and AP2 interaction | inhibition, % at 10 µM | actives 0.31% (n = 340,000) | FITC-arrestin peptide / GST-AP2 beads, flow cytometry; AP2 beta2 appendage carries R879A mutation;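 active = inhibition above a set limit, near 3 SD of compounds lacking own fluorescence, cut at about 54% in these data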;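 note: plate controls were DMSO wells for no effect and 5 µM unlabelled arrestin peptide for full effect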
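Assay system: GST-AP2 R879A bound to glutathione beads, E. coli-expressed; Medium: PBS with 0.05% Tween 20 and 0.1% BSA; Also added: fluorescein-tagged arrestin peptide at 50 nM final; Timing: 12 min plus 1 h, RT; Measured by: flow cytometry, FL1 (488/535 nm); Evaluation: percent drop in bead-associated FITC signal.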
SR-BI HDL uptake = inhibitors of mouse SR-BI mediated HDL lipid uptake | AID 488896 | actives 0.96% (n = 320,000) | ldlA[mSR-BI] CHO cells, DiI-HDL uptake fluorescence, 3 h | Q61009 | inhibition, % at 12.5 µM;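 active = mean replicate inhibition of at least 70% and a set share of replicates each scoring 70 or more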;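 note: 0% = median of neutral control wells and 100% = median of positive control wells; values of inactives mirror those of a sister screen read the other way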
SR-BI DiI-HDL act = enhances SR-BI lipid uptake from DiI-HDL. AID 504775. actives 0.096% (n = 320,000). activation, % at 12.5 µM. CHO ldlA[mSR-BI] cells, DiI-HDL uptake fluorescence, 3 h; 100 = double the neutral-control signal;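 active = mean replicate activation of at least 60% and every replicate at or above 60%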;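 note: 0% = median plate neutral-control signal and 100% = twice that signal; values of inactives mirror those of a sister screen read the other way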
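material = CHO ldlA[mSR-BI] cells | medium = Ham's F12 with 0.5% BSA, HEPES 25 mM, pH 7.4 | reagent = fluorescent DiI-HDL, 10 µg/mL final | compound dosing = single-point compound dose | incubation = 3 h, 37 °C | measured by = bottom-read fluorescence, 550/595 nm | measure = HDL uptake via cellular fluorescence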
CDK5 inh = blocks human CDK5/p35 kinase activity; Recombinant CDK5/p35, ADP-Glo luminescence, 60 min; inhibition, % at 10 µM; actives 0.01% (n = 330,000); AID 488839;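 active = highest replicate inhibition of at least 50% and at least 75% of replicates reaching 50%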;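 note: plate controls were DMSO neutral control for no effect and GW8510 at 10 µM for full effect; many of its hits are not listed in these tables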
NSD2 inh = NSD2 (human) methyltransferase inhibition; O96028; NSD2 peptide methylation, AlphaScreen, 120 min; inhibition, % at 12.5 µM; actives 0.54% (n = 310,000); AID 743445; in the data active = inhibition above about 50%
DSG3 Ab inh = blocks pemphigus antibody binding to human desmoglein-3; DSG3-coupled beads, scFv-anti-DSG3-GFP binding, flow cytometry; stronger effect = lower value; P32926; AID 588358; actives 0.48% (n = 310,000); binding (percent of control), % at 10 µM;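 active = binding more than 3 SD below its plate's average and above zero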;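 note: hits lower antibody fragment binding to DSG3; some compounds called inactive have numbers as strong as hits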
Target sequence (P32926 whole entry, looked up, the tested form may be a part): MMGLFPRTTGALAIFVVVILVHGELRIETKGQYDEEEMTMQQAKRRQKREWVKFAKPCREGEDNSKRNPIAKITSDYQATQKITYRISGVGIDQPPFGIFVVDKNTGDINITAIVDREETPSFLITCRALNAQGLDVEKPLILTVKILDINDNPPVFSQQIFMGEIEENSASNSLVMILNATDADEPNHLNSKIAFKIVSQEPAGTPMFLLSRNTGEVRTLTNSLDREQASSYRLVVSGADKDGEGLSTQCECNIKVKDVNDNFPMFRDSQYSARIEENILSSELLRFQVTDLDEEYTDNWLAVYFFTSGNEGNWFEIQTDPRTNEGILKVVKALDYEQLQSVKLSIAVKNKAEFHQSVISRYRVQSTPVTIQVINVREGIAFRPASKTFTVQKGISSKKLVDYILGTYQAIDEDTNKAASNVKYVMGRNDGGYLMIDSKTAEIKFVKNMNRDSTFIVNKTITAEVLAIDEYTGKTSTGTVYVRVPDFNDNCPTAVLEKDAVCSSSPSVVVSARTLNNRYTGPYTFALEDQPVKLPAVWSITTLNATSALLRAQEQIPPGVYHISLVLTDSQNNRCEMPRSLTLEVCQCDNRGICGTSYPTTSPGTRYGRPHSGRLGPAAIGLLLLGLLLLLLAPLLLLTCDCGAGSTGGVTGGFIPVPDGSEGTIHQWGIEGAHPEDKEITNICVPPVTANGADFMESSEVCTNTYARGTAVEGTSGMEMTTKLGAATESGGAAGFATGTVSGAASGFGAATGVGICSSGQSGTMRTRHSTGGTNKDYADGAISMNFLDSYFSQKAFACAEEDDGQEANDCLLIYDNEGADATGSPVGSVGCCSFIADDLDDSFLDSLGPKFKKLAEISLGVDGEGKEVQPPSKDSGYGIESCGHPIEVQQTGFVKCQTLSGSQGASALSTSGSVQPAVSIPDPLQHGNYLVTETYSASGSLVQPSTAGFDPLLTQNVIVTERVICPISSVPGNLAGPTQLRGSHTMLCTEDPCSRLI
PKA-R2B activ = activators of human PKA-R2B complex; P22694+P31323; PKA-R2B holoenzyme dissociation, Cy5-IP20 fluorescence polarization; R2B truncated from residue 108, S112A mutant; 0% DMSO only, 100% 113 µM cGMP; AID 504700; activation, % at 11.4 µM; actives 0.079% (n = 340,000);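 active = activation above a cutoff set at the mean over all compounds plus 3 SD, cut at about 18% in these data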;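 note: higher means more holoenzyme dissociation and a rise in polarization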
PKA-R1A activ = activators of PKA-R1A complex. PKA-R1A dissociation, Cy5-IP20 fluorescence polarization; scaled: DMSO 0%, 113 µM cGMP 100%. actives 0.083% (n = 340,000). AID 504707. activation, % at 11.4 µM;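 active = percent activation above the mean of all tested compounds plus 3 SD, cut at about 19% in these data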;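 note: higher means more PKAc released from R1A so a rise in polarization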
SUMO Mot1 rescue = SUMOylation pathway inhibition by Mot1-301 growth rescue; S. cerevisiae Mot1-301 growth rescue, ATP luminescence, 38.5C; percent above DMSO median, 100 means doubled; growth rescue, % at 18.8 µM; actives 1% (n = 320,000); AID 2716;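 active = every valid replicate shows activation above 250% relative to neutral control wells; inactive = the rest, any valid replicate at or below 250%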;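 note: OY570 slx delta 5 strain wells were the positive control but not used for scaling; some compounds called inactive have numbers as strong as hits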
The depositor's hits bear a star; / = not tested or not shown. Rows are unselected; about 4.7% have a hit in one of these screens.

dFosB act	MITF TRPM1 HTS	Arr AP2 block	SR-BI HDL uptake	SR-BI DiI-HDL act	CDK5 inh	NSD2 inh	DSG3 Ab inh	PKA-R2B activ	PKA-R1A activ	SUMO Mot1 rescue	Structure
-12	8	16	-7	7	2.4	0	89	-8	-17	-14	COCCNC(=O)c1ccc2c(c1)ncn2-c1cccc(C)c1
-7	-7	-5	-35	35	1.4	9	97	-3	-13	9	O=C(/C=C/c1cccc2ccccc12)c1ccncc1
-9	-1	-8	78*	-78	-0.4	1	94	6	1	168	CCOc1ccc(NC(=O)CN2CCN(CC(=O)Nc3ccccc3OC)CC2)cc1
1	1	-12	-28	28	-0.2	6	101	-2	-5	2	COc1cc(C2c3c(-c4ccccc4O)n[nH]c3C(=O)N2Cc2ccco2)cc(OC)c1OC (configuration not stated)
-3	51	-5	-20	20	0.7	1	100	-5	-11	-13	O=C(CCCl)N1CCN(c2nc(-c3ccccc3)cs2)CC1
-7	0	-9	5	-5	-0.5	-1	97	-12	2	/	CCCn1c(N)c(C(=O)CSc2nnc(-c3cccs3)n2C2CC2)c(=O)[nH]c1=O
-2	/	-9	10	-10	0.2	/	103	4	-8	1	Cc1ccccc1NC(=O)c1ccc2nc(N3CCOCC3)sc2c1
-12	-3	-2	-8	8	-0.3	/	/	-5	-3	-2	O=C(Nc1ccc(Cl)cc1F)C1CCN(S(=O)(=O)c2cccnc2)CC1
3	-1	18	-15	15	-1.4	-1	102	-5	1	5	COCCNC(=O)c1nn2cccnc2c1Cl
-7	3	10	-21	21	0.2	-3	96	-13	-3	-4	Cc1cc(NC(=O)CSc2nnc(-c3ccncc3)n2-c2ccc(F)cc2)no1
-2	-6	61*	-12	12	2.8	18	/	-10	4	-8	Cc1cccc(C(=O)Nc2c3c(nn2C(C)(C)C)CS(=O)(=O)C3)c1
-1	8	24	-9	9	-0.3	-1	103	5	-6	173	O=C(Cn1nnc2ccccc21)OCc1ccccc1

Molecules above that have an aryl methoxy group, in the order listed:
dFosB act	MITF TRPM1 HTS	Arr AP2 block	SR-BI HDL uptake	SR-BI DiI-HDL act	CDK5 inh	NSD2 inh	DSG3 Ab inh	PKA-R2B activ	PKA-R1A activ	SUMO Mot1 rescue	Structure
-9	-1	-8	78*	-78	-0.4	1	94	6	1	168	CCOc1ccc(NC(=O)CN2CCN(CC(=O)Nc3ccccc3OC)CC2)cc1
1	1	-12	-28	28	-0.2	6	101	-2	-5	2	COc1cc(C2c3c(-c4ccccc4O)n[nH]c3C(=O)N2Cc2ccco2)cc(OC)c1OC (configuration not stated)

(listing goes on)
dFosB act	MITF TRPM1 HTS	Arr AP2 block	SR-BI HDL uptake	SR-BI DiI-HDL act	CDK5 inh	NSD2 inh	DSG3 Ab inh	PKA-R2B activ	PKA-R1A activ	SUMO Mot1 rescue	Structure
-7	5	-4	9	-9	-1.1	/	102	-17	-6	68	Cc1ccc(S(=O)(=O)N2CCC(=O)N(C(COCc3ccc(Cl)cc3Cl)Cc3ccccc3)CC2)cc1 (configuration not stated)
-10	/	29	7	-7	-0.6	0	108	5	10	-9	CC(/C=C/c1ccccc1)=N\NC(=O)c1cc(C)nc2ccccc12
2	16	26	-6	6	-1.0	/	98	-6	-2	-9	CCOC(=O)CN1CC23C=CC(O2)C(C(=O)Nc2ccc(OCC)cc2)C3C1=O (configuration not stated)
-9	-7	6	7	-7	-4.2	2	97	4	-1	14	S=c1[nH]nc(Cc2ccc(Br)cc2)n1/N=C/c1ccc(Cl)cc1
-9	13	42	-16	16	0.0	-2	95	-12	-10	135	CCOc1ccc(C(=O)NCc2ccc3c(c2)OCO3)cc1
-8	2	41	-1	1	-0.9	9	99	5	-4	-18	CC(=O)N/C(=C\c1ccccc1)C(=O)OCC(=O)N(CC(C)C)c1c(N)n(Cc2ccccc2)c(=O)[nH]c1=O
-3	7	-5	7	-7	5.1	-1	90	-4	-2	/	Cc1ccccc1Nc1ncnc2[nH]ncc12
5	2	-4	-12	12	0.8	-5	99	0	2	-9	COCCNC(=O)CCc1nnc2ccc(N3CCC(C)CC3)nn12
-7	-1	10	-33	33	0.9	5	/	-3	-2	-3	COc1ccc(NC(=O)C2CCCCN2N)cc1OC (configuration not stated)
-28	26	4	60	-60	-0.7	0	/	-5	-2	11	Cc1nc(-c2cccc(NC(=O)c3ccc(-n4cccn4)cc3)c2)cs1
-9	-7	-5	-7	7	0.7	/	104	-5	-2	-12	O=C(NCc1ccccn1)C1CCC(=O)N1C1CCCCC1 (configuration not stated)
-7	-5	-6	-6	6	0.7	21	101	3	3	3	O=C(CN1C(=O)CCSc2ccc(S(=O)(=O)N3CCOCC3)cc21)Nc1cccc(F)c1
1	2	7	8	-8	6.3	1	101	-5	5	400	Cc1ccc(C(C(=O)NC2CCCCC2)N(Cc2cccnc2)C(=O)C2COc3ccccc3O2)o1 (configuration not stated)
4	6	-2	-32	32	-1.4	/	97	11	2	-6	COC(=O)C1=C(N)Oc2cc(C)[nH]c(=O)c2C1c1cc(OC)c(OC)c(OC)c1 (configuration not stated)
-4	/	22	-3	3	0.7	16	/	4	11	0	COCCN1CCn2c(nc3cc(NC(=O)NC4CCCCC4)ccc32)C1
5	-13	16	-9	9	-0.2	1	126	-1	-9	21	CCn1c(/C=N/c2nc3ccccc3n2C)nc2ccccc21
-12	-11	28	-1	1	1.4	0	103	-3	-11	-22	CN(c1ccccc1)S(=O)(=O)c1cccc(NC(=O)c2ccc(=O)[nH]n2)c1
-3	-4	-22	6	-6	1.7	3	94	5	-7	-13	Cc1nn(C(C)C(=O)NC2CC2)c(=O)c2nn(-c3ccccc3)c(C)c12 (configuration not stated)
-1	-21	8	49	-49	-0.5	-2	76	-4	-1	1	CN(C)S(=O)(=O)c1cccc(NC(=O)c2cc(-c3cccs3)nn2-c2cccc(Cl)c2)c1
-7	10	-8	7	-7	-1.6	0	113	12	5	-15	CCN(CC)CCN(C(=O)c1ccc2c(c1)OCCO2)c1nc2c(Cl)cccc2s1
-1	8	4	7	-7	0.2	-1	102	-10	5	114	CCN(C1CCS(=O)(=O)C1)S(=O)(=O)c1cccs1 (configuration not stated)
2	-6	6	-25	25	0.5	/	84	-4	-3	-23	O=C1c2cc(CO)cc(O)c2C(=O)c2c(O[C@@H]3OC(CO)[C@@H](O)[C@@H](O)[C@@H]3O)cccc21 (some centres not stated)
-7	4	6	-33	33	-0.4	0	114	-7	-14	-15	CCN(C(=O)c1ccc(S(=O)(=O)N2CCCC2)cc1)C1CCS(=O)(=O)C1 (configuration not stated)
0	-9	0	56	-56	1.0	-2	/	-1	2	-6	Cc1cc(C(=O)NC2CCCN(Cc3ccccc3F)C2)n[nH]1 (configuration not stated)
3	-5	-9	-9	9	0.1	2	97	-5	4	-4	O=C(CSC1=NS(=O)(=O)c2ccccc2N1)NCCc1ccccc1
-10	/	14	21	-21	0.5	0	96	10	-1	-16	Cc1cccc(Nc2ccccc2C(=O)OCC(=O)NCc2ccco2)c1C
-8	-12	-3	-20	20	0.8	-2	103	-6	7	-5	CCCCCCNC(=O)CCNC(=O)c1cc(OC)c(OC)c(OC)c1
-1	0	30	/	/	1.2	4	91	-10	-10	2	CC(C)N(Cc1cn(C)nc1-c1cccc(Cl)c1)CC1CCC(=O)N1 (configuration not stated)
2	0	7	-1	1	1.6	-3	108	-6	-6	-9	Cn1nnnc1SCC(=O)c1cccs1
0	-8	1	/	/	0.6	18	115	4	0	-17	Cc1ccc(S(=O)(=O)NCC(=O)OCc2ccccc2)cc1
-9	33	28	-21	21	1.1	/	96	2	-3	/	COc1ccc(-n2c(C)cc(C3=NNC(=NC4CC4)SC3)c2C)cc1
-1	-5	9	27	-27	-2.3	-1	101	3	-6	-11	Cc1ccc(NC(=S)NNC(=O)c2ccccc2O)c(C)c1
3	-6	0	/	/	-1.6	-4	104	1	13	509	Cc1c(C(=O)Nc2ccc3c(c2)OCCO3)cnn1C
-16	0	8	72*	-72	0.9	-4	98	2	10	149	COc1ccc(Cl)cc1NC(=O)CN(C)Cc1cccs1
0	5	12	21	-21	0.4	2	/	-7	7	-10	O=c1c2ccccc2c(-c2ccccc2)nn1-c1cc(Cl)ccc1[N+](=O)[O-]
3	-10	-2	8	-8	-0.7	-1	91	3	9	4	O=c1[nH]cccc1-c1nc2ccccc2n1Cc1cccc(Cl)c1
-1	10	0	-14	14	-1.3	/	116	-4	7	-6	CCN1CCN(C(=O)CCc2ccc(S(=O)(=O)NCCc3ccccc3)cc2)CC1
1	12	-2	0	0	1.9	5	110	-2	-3	/	CN1CCCN(CC(O)COCc2cccs2)CC1 (configuration not stated)
-2	-20	4	/	/	1.6	/	/	9	2	-17	O=C(CSc1nnc2c(n1)[nH]c1ccccc12)NC1CCCCC1
-10	4	-1	4	-4	2.3	2	77	9	4	/	CCOC(=O)c1cc2c(C)n(-c3ccc(N(C)C)cc3)c(C)c2cc(C(=O)OCC)c1=O
-4	/	-1	28	-28	0.9	0	113	-18	-1	219	CSCCCN1CC[C@@H](N2CCN(c3ccccc3F)CC2)[C@H](O)C1
-3	-2	-9	-5	5	-2.2	1	102	-2	0	27	Cc1ccc(S(=O)(=O)NC(=O)c2cc(C)n(C3CC3)c2C)cc1
-1	15	4	-12	12	0.9	-9	99	-1	-3	15	O=C1OC(OC2CCCCC2)(c2ccccc2)c2ccccc21 (configuration not stated)
-13	-6	-1	33	-33	0.4	-1	103	0	-4	15	COc1ccc(OC)c(/C=C/C(=O)OCC(=O)c2c(N)n(C)c(=O)n(C)c2=O)c1
-5	-2	5	-13	13	2.7	0	101	-1	-4	63	CC(OC(=O)C1=COCCO1)C(=O)Nc1cccc(S(=O)(=O)N2CCOCC2)c1 (configuration not stated)
-3	24	-3	-29	29	1.2	/	92	7	2	-5	CCCCCC(=O)N1CC2(CC(c3cccc(NC(=O)CC)c3)=NO2)C[C@H]1C(N)=O (some centres not stated)
0	-5	-3	-14	14	0.2	-2	104	1	0	-7	COCCNC(=O)C(=O)NCC1OCCN1S(=O)(=O)c1ccc(F)cc1 (configuration not stated)
0	-2	-4	-26	26	-0.9	1	101	13	2	-7	CCN1CCN(C(=O)c2ccc(Cl)c(S(=O)(=O)N3CCOCC3)c2)CC1

Screening results: PubChem, several laboratories
